RGS4 act – RGS4 potentiators or activators, primary screen, cell-based, HEK293 M3R inducible RGS4, calcium flux; B-score at 10 µM; carbachol calcium flux Fluo4; hits give low values; hit rate 0.92% among 310,000;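 active = B-score of the integrated calcium signal more than 4 SD below the library mean, with starting fluorescence not abnormally high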;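 note: negative B-score means reduced calcium response which marks RGS4 activation or potentiation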
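Assay system: HEK293 FlpIn-TREx cells, stable M3R, doxycycline-inducible RGS4 / Probe or stimulus: carbachol, ECmax concentration / Times: overnight RGS4 induction, 30 min dye load 37 °C, 20 min compound RT / Signal: kinetic calcium fluorescence imaging with Fluo4-AM dye, 2 µM / Measure: Agonist-evoked peak-minus-minimum fluorescence over baseline, integrated ratio, B score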
TMEM16A act – TMEM16A chloride channel activators or potentiators, primary screen, cell-based, HTS; Anoctamin-1 (Mus musculus), Q8BHY3; HEK293 TMEM16A/YFP-H148Q/I152L, iodide quench fluorescence; hits give low values; B-score at 10 µM; hit rate 0.3% among 340,000; AID 623877, 2012;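 active = fluorescence-ratio B-score plate-corrected deviation score at least 3 library SD below zero, with starting fluorescence score within 5 deviations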;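 note: channel opened by trigger with iodide after compound preincubation; score built on the fluorescence ratio of max minus min over baseline; more negative score means more quench and so TMEM16A activation or potentiation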
HDAC3 inhib – HDAC3 deacetylase inhibitors, primary screen, biochemical, fluorescence, cell-free homogeneous | Histone deacetylase 3 (Homo sapiens), O15379 | recombinant HDAC3, fluorogenic peptide/trypsin coupled | inhibition, % at 8.3 µM | hit rate 0.15% among 320,000 | AID 2718, 2010; in the data active = inhibition above about 26%, passing the limit was not always enough; inconclusive = no clear call, values can overlap the other calls
hERG protect – hERG rescue from dofetilide block, primary screen, cell-based, CHO-hERG, FluxOR thallium flux, dofetilide IC70. Voltage-gated inwardly rectifying potassium channel KCNH2 (Homo sapiens), Q12809. dofetilide IC70 present. activation (rescue from dofetilide block), less the hit threshold, % at 10 µM. hit rate 0.51% among 310,000. AID 1511, 2009;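 active = activation above the mean of controls blocked by dofetilide plus 5 SD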;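 note: thallium influx through hERG after potassium depolarization seen as dye fluorescence rise; in these data hits start at about 4.7%; inactives centre near -7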
Target sequence (Q12809 whole entry, looked up): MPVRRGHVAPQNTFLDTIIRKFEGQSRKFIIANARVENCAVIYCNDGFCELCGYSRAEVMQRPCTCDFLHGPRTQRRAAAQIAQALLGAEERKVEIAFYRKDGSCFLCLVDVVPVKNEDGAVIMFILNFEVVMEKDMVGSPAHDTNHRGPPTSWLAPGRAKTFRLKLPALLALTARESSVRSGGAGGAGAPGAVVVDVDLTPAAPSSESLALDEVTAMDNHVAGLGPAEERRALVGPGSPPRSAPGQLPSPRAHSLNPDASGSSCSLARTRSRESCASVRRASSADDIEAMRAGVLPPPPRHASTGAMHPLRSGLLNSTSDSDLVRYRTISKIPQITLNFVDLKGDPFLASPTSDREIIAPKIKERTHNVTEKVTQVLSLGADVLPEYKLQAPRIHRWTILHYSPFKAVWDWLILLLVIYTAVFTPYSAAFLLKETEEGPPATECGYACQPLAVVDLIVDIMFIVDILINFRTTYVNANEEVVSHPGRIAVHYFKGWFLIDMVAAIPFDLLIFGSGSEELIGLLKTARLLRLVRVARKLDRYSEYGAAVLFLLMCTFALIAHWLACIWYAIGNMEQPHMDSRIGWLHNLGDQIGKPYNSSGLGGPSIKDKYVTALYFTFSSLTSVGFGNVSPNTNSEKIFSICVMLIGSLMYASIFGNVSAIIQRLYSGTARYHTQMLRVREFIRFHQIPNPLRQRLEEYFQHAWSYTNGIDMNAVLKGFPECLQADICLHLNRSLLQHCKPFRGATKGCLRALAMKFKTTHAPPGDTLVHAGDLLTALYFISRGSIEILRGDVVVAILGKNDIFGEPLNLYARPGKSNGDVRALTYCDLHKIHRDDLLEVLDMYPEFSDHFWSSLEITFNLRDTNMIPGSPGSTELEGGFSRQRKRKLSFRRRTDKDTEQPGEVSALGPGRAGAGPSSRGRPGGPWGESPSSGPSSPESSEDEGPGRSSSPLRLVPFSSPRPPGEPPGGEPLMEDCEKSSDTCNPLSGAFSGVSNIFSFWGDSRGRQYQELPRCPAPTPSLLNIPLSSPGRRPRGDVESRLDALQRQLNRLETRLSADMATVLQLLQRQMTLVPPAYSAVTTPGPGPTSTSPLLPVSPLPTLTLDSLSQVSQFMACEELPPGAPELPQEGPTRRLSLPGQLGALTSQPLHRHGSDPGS
SKKanGAS inh – S. pyogenes SKKanGAS growth inhibitors in kanamycin, primary screen, streptokinase expression inhibitor project, SKKanGAS strain, BacTiter-Glo luminescence; 6 h; inhibition, % at 7.5 µM; hit rate 1.3% among 300,000; AID 1662, 2009;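 active = mean replicate score, as percent of positive control median, at least 50; inconclusive = mean below 50 but one replicate at or above 50; inactive = mean and every replicate below 50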;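 note: strain carries kanamycin resistance gene driven by streptokinase promoter and grows in 40 µg/ml kanamycin; loss of luminescence reflects streptokinase promoter inhibition or plain growth inhibition; 0% = median of DMSO wells and 100% = positive control at its reference dose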
RGS4 inh – RGS4 inhibitors, primary screen, cell-based, HEK293 M3R inducible RGS4, calcium flux; Regulator of G-protein signaling 4 (Homo sapiens), P49798; Fluo-4 calcium flux; hits give high values; triggered by carbachol at its EC20; B-score at 10 µM; hit rate 0.45% among 310,000; AID 463165, 2010;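 active = B-score, a plate-corrected calcium signal, over three deviations above library mean, with baseline fluorescence within five deviations of library mean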;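 note: RGS4 expression induced by doxycycline in cells with stable M3 receptor; B-score is computed from the integrated fluorescence ratio over baseline after carbachol; higher B-score means a larger calcium signal and so more RGS4 inhibition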
KCNQ1 act – potentiators or activators of KCNQ1 channel, primary screen, cell-based, thallium flux, high-throughput; Potassium voltage-gated channel subfamily KQT member 1 (Homo sapiens), P51787; hit rate 0.35% among 310,000; CHO-K1 KCNQ1, thallium flux FluxOR fluorescence; hits give high values; B-score at 10 µM;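 active = fluorescence ratio B-score, a plate-corrected score, at least three library SD, with initial intensity B-score within 5 SD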
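System: CHO-K1 cells stably expressing KCNQ1 / Medium: assay buffer for compound exposure, DMSO matched across wells / Reagent: thallium- and potassium-containing depolarizing buffer / Compound: one concentration, matched DMSO / Incubation: 20 min compound pretreatment at room temperature / Measured by: kinetic FluxOR fluorescence, 10 s baseline plus 110 s post-stimulus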
KCNQ1 inh – inhibitors of human KCNQ1 channel, primary screen, cell-based, thallium flux, high-throughput; B-score at 10 µM; hit rate 1.3% among 310,000; CHO-K1 KCNQ1, FluxOR thallium flux fluorescence; hits give high values;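 active = compounds whose thallium flux B-score, printed positive for inhibition, exceeds three library SD while starting fluorescence stays within three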;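 note: channel opened by potassium depolarization with thallium stimulus after 20 min compound exposure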
ANO1 block – TMEM16A chloride channel inhibitors, primary screen, cell-based, HTS; hit rate 1.2% among 310,000; AID 588511, 2011; HEK293 TMEM16A/YFP iodide influx fluorescence, ionomycin; normalized B-score (activity score, 25-100; higher = stronger inhibition) at 10 µM;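 active = ratio plate-corrected score three or more library SD toward inhibition, starting fluorescence score within five deviations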;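 note: score derived from kinetic fluorescence span divided by baseline fluorescence per well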
KCNK3 block – human KCNK3 channel inhibitors, primary screen, CHO cells, FluxOR thallium flux, B-score | FluxOR fluorescence; hits give low values | B-score at 10 µM | hit rate 0.84% among 340,000;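 active = B-score under library mean minus 4 SD, starting fluorescence ratio at most library mean plus 5 SD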;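 note: more negative B-score means stronger inhibition of thallium flux through KCNK3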
KCNK9 inh – KCNK9 potassium channel inhibitors, primary screen, HEK293 cells, thallium flux | Potassium channel subfamily K member 9 (Homo sapiens), Q9NPC2 | FluxOR thallium flux fluorescence; hits give low values | B-score at 10 µM | hit rate 1.2% among 310,000 | AID 488922, 2010;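 active = ratio B-score over 3 SD below the library mean, with starting fluorescence within 5 SD of its mean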;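 note: negative B-score means less thallium flux so channel inhibition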
The depositor's hits bear a star; i = inactive; ? = inconclusive; . = not tested or not shown. Outcome played no part in choosing rows (roughly 6.3% active in at least one column).

mol,KCNK3 block,TMEM16A act,KCNQ1 inh,SKKanGAS inh,ANO1 block,RGS4 inh,KCNQ1 act,hERG protect,HDAC3 inhib,RGS4 act,KCNK9 inh
Cc1cc(C=O)c(C)n1-c1ccc(Oc2ccc([N+](=O)[O-])cn2)cc1,i,i,i,-10,i,i,i,-12,-5,i,i
CN(C)CC/C=C1/c2ccccc2CS(=O)(=O)c2ccccc21,i,i,i,-1,i,i,i,-8,9,i,i
CC1(C)CC(=O)C2=C(C1)OC(N)=C(C#N)C2c1ccc(OC(=O)N2CCOCC2)cc1 (stereo not given),i,i,i,6,i,i,i,-5,3,i,i
S=C(NCc1ccccn1)Nc1ccccc1,i,i,i,-15,i,i,i,-7,-2,i,i
Cn1cccc1CC(=O)N/N=C/C(Cl)=C/c1ccccc1,i,i,i,10,i,i,i,-2,4,i,i
O=C(NCc1ccccc1)c1ccc2nccnc2c1,i,i,i,0,i,i,i,-6,-2,i,i
COc1cccc(NC(=S)N2CCN(c3ccccn3)CC2)c1,i,i,i,-16,i,i,i,-7,-1,i,i
COC(=O)/C(C#N)=C/c1ccc(C)o1,i,i,i,-3,i,i,i,-11,-4,i,i
FC(F)(F)c1cnc(C(c2ccccc2)c2ncn[nH]2)c(Cl)c1 (stereo not given),i,i,i,-5,i,i,i,-7,-5,i,i
COc1ccc(NS(=O)(=O)c2cccc(C(=O)NCC3(N4CCCCC4)CCCCC3)c2)cc1,i,i,i,-5,i,i,i,-24,-2,i,i
Cc1ccc(C)c(N2C(=N)S/C(=C\c3ccc(-c4ccccc4C(=O)O)o3)C2=O)c1,i,i,i,28,i,i,i,-12,12,i,i
Cc1ccc(S(=O)(=O)N2CCN(C3CC4CCC3C4)CC2)cc1 (stereo not given),i,i,i,-1,i,i,i,-8,-2,i,i
COc1ccc(-c2oc3ccc(-c4cc(OC)c(OC)c(OC)c4)cc3c2-c2ccc(OC)nc2)cc1,i,i,i,26,i,i,i,-5,?,i,i
CCOC(=O)N1CCN(Cc2ccc3ccccc3c2)CC1,i,i,i,2,i,i,i,-6,-3,i,i
COc1cc(OC)c(C(=O)OCC(=O)N2CCOCC2)cc1OC,i,i,i,-5,i,i,i,0,2,i,i
Cc1ccc(CNC(=O)[C@H](Cc2ccccc2)NC(=O)C2CCNCC2)cc1,i,i,i,-4,i,i,i,-5,6,i,i
CSCC[C@H](NC(=O)NCc1cccs1)C(=O)O,i,i,i,7,i,i,i,-5,-3,i,i
Cc1cc(NC(=O)CN(C)S(=O)(=O)c2ccc(-c3ccc(=O)[nH]n3)s2)ccc1Br,i,i,i,2,i,i,i,-9,1,i,i
O=C(NCc1ccco1)c1cc(NS(=O)(=O)c2cccc([N+](=O)[O-])c2)ccc1O,i,i,i,5,i,i,i,-11,1,i,i
CC(C)(C)c1ccc(C(=O)O/N=C(\N)c2ccccn2)cc1,i,i,i,-1,i,i,i,-2,0,i,i
O=C1CC(c2ccc(Cl)cc2)n2nc(N3C(=O)CCC3=O)nc2N1 (stereo not given),i,i,i,-5,i,i,i,-5,5,i,i
COc1ccc(CNc2nc3ccccc3s2)cc1OC,i,i,i,-2,i,i,i,-4,3,i,i
CCN(CC)S(=O)(=O)c1ccc(C(=O)NCc2ccc(C)cc2)cc1,i,i,i,-1,i,i,i,-10,1,i,i
O=C(Nc1ccc2c(c1)OCCO2)c1cc(-n2cnnc2)ccc1Cl,i,i,i,-10,i,i,i,-5,-1,i,i
Nc1nc(N)c(N=O)c(OCC2CCCCC2)n1,i,i,i,1,i,i,i,-4,9,i,i
Cc1cccc(Nc2nc(N)c([N+](=O)[O-])c(N3CCN(C)CC3)n2)c1,i,i,i,4,i,i,i,-6,1,i,i
CC(=O)Nc1cc2c(cc1NC(=O)Cn1nc(-c3ccc(F)cc3)ccc1=O)OCCO2,i,i,i,0,i,i,i,0,1,i,i
O=C(Nc1nc2ccc(S(=O)(=O)N3CCCC3)cc2s1)c1ccco1,i,i,i,4,i,i,i,-7,3,-7.6*,i
CCOc1ccc(CCNC(=O)C2CCCN(c3ncnc4c3nc3n4CCCCC3)C2)cc1 (stereo not given),i,i,i,0,i,i,i,-15,-1,i,i
CCC(Cc1ccccc1)NC(=O)C1CCN(c2nn3c(=O)cc(C)nc3s2)CC1 (stereo not given),i,i,i,1,i,i,i,-10,2,i,i
CC12CC(NC(=O)N1c1cccc(C(=O)N3CCCCC3)c1)c1ccccc1O2 (stereo not given),i,i,i,0,i,i,i,-8,?,i,i
C#Cc1ccc2c(c1)COc1c3ccccc3nn1-2,i,i,i,-2,i,i,i,-10,4,i,i
COc1ccc(C(=O)CC(=O)c2ccccc2O)cc1,i,i,i,24,i,i,i,-3,-8,i,i
Cc1nn(CC(=O)NCCCN2CCCCC2C)c(=O)c2cccn12 (stereo not given),i,i,i,-4,i,i,i,-6,-6,i,i
O=C(O)c1cc([N+](=O)[O-])ccc1Nc1ccccc1,i,i,i,17,i,i,i,-11,0,i,i
COCCC(=O)N1CCC(Oc2ccc(C(=O)NCCSC)cc2)CC1,i,i,i,-13,i,i,i,-1,0,i,i
Cc1ccc2cc(C(c3nnnn3C3CCCC3)N3CCN(c4ccc(F)cc4)CC3)c(=O)[nH]c2c1 (stereo not given),i,i,i,-6,i,i,i,-10,1,i,i
CC(=O)N1CCN(Cc2nc3scc(-c4ccccc4)c3c(=O)[nH]2)CC1,i,i,i,6,i,i,i,-11,-3,i,i
COc1ccc(N(CC(=O)NC(C)(C)C)C(=O)CCC(=O)Nc2nccs2)c(OC)c1,i,i,i,2,i,i,i,-1,0,i,i
COc1ccc(N(C(=O)c2ccncc2)S(=O)(=O)c2ccc(Cl)cc2)cc1,i,i,i,4,i,i,i,-10,.,i,i
Cc1cc(C)cc(NC(=O)COc2coc(CN3CCc4ccccc43)cc2=O)c1,i,i,i,4,i,i,i,-12,3,i,i
CCOc1ccccc1/C=N/NC(=O)CNC(=O)c1cccs1,i,i,i,-5,i,i,i,-9,2,i,i
CN(C(=O)COC(=O)C(C)(C)Oc1ccc(Cl)cc1)c1c(N)n(Cc2ccccc2)c(=O)[nH]c1=O,i,i,i,-5,i,i,i,-6,2,i,i
Cc1cc(Br)ccc1OCC(=O)NNC(=O)C(=O)Nc1ccccc1,i,i,i,37,i,i,92*,51*,?,i,i
CCO[C@H]1OC(C(=O)Nc2ccccc2)=C[C@@H](c2ccc(C(F)(F)F)cc2)[C@@H]1CCCO,i,i,i,12,i,i,i,-5,18,i,i
O=C1CCC([N+](=O)[O-])C(c2ccc3c(c2)OCO3)N1 (stereo not given),i,i,i,0,i,i,i,-10,3,i,i
Cc1ccccc1OCC(=O)N/N=C/c1ccc([N+](=O)[O-])o1,i,i,i,3,i,i,i,-9,3,i,i
COc1ccccc1-n1c(SCC(=O)NC(C)(C)C)nnc1-c1ccco1,i,i,i,-11,i,i,i,-7,1,i,i
O=C(O)CC1C(=O)NCCN1CCCc1ccccc1 (stereo not given),i,i,i,-4,i,i,i,-9,0,i,i
NC(=O)C1CCN(c2oc(/C=C/c3ccccc3)nc2S(=O)(=O)c2ccccc2)CC1,i,i,i,-4,i,i,i,-7,-10,i,i
CCCn1c(=O)c2ccccc2n2c(=S)[nH]nc12,i,i,i,6,i,i,i,-4,10,i,i
CC(CNC(=O)c1ccc(NC2=NC3CS(=O)(=O)CC3S2)cc1)c1ccccc1 (stereo not given),i,i,i,-4,i,i,i,-9,-2,i,i
Cc1ccc(NS(=O)(=O)c2ccc(OCC(=O)Nc3cccc([N+](=O)[O-])c3)c(C)c2)cc1,i,i,i,23,25*,i,i,-3,15,i,i
CCOc1ccc(S(=O)(=O)N2CCCC(C(=O)NCc3ccccn3)C2)cc1 (stereo not given),i,i,i,2,i,i,i,-5,1,i,i
COc1ccc(Cl)cc1S(=O)(=O)N1CCC(C(=O)NC2CCCC2)CC1,i,i,i,2,i,i,i,-3,-3,i,i
Cc1nc2nc[nH]c2cc1Br,i,i,i,-12,i,i,i,-5,-5,i,i
COc1ccc(CSc2ncn[nH]2)cc1[N+](=O)[O-],i,i,i,-2,i,i,i,-3,-6,i,i
Clc1ccc(Oc2nc(N3CCOCC3)nc(N3CCOCC3)n2)cc1,i,i,i,2,i,i,i,-7,-9,i,i
Cc1ccc(S(=O)(=O)/N=C(/c2ccccc2)N(C)C)c(C)c1,i,i,i,-3,i,i,i,-6,0,i,i
O=C(COc1ccc2ccccc2c1)NNC(=O)C(=O)Nc1ccccc1,i,i,i,17,i,i,35*,45*,-3,i,i

Going on with the list:
mol,KCNK3 block,TMEM16A act,KCNQ1 inh,SKKanGAS inh,ANO1 block,RGS4 inh,KCNQ1 act,hERG protect,HDAC3 inhib,RGS4 act,KCNK9 inh
COc1ccccc1N1CCN(c2ccc(Cl)nn2)CC1,i,i,i,-9,i,i,i,-7,2,i,i
CN(C)C(=O)c1c(NC(=O)c2ccco2)sc2c1CCCCC2,i,i,i,-6,i,i,i,-6,6,i,i
Cc1ccc(C(=O)NCCCNC(=O)COc2ccc(Cl)c(C)c2)cn1,i,i,i,20,i,i,i,-10,.,i,i
Oc1ccc2[nH]cnc2c1CN1CCCCC1,i,i,i,0,i,i,i,-2,-3,i,i
CCCCCCOC(=O)c1ccccc1NC(=O)/C=C/C(=O)O,i,i,i,-1,i,i,i,-11,1,i,i
Cc1cc(NS(=O)(=O)c2ccc(NC(=O)c3cnc4scc(C)n4c3=O)cc2)nc(C)n1,i,i,i,5,i,i,i,-17,.,i,i
NC(=S)Nc1ccc2c(c1)OCO2,i,i,i,0,i,i,i,2,3,i,i
